ABCB1 inh: ABCB1 efflux pump inhibitors, primary screen, cell-based, multiplex, flow cytometry, ABCG2 counter-screen; ATP-dependent translocase ABCB1 (Homo sapiens), P08183; CCRF-Adr cells, JC-1 efflux; inhibition, % at 6.6 µM; 190,000 compounds, 0.067% hits; AID 1326, 2008; in the data active = inhibition above about 40%;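 also: 0% = vehicle and 100% = reference inhibitor; higher value means more JC-1 retained so stronger ABCB1 efflux block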
Bim-Bcl-B: inhibitors of Bim-Bcl-B binding, primary screen, biochemical, multiplexed, human Bcl-2 family; AID 951, 2007; bead-based flow cytometry, Bim peptide-Bcl-B binding; inhibition, % at 10 µM; 190,000 compounds, 0.073% hits; Bcl-2-like protein 10 (Homo sapiens), Q9HD36;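 also: 0% = tracer peptide without compound and 100% = reference inhibitor peptide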
Target sequence (Q9HD36 whole entry, looked up): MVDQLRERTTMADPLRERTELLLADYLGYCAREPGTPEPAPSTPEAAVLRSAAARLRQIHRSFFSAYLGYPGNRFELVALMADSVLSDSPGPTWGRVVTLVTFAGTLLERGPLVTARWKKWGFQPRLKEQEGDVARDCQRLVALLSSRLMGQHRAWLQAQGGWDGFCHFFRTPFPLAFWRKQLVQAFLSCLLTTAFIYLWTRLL
Bfl-1 Bim block: inhibitors of Bim binding to Bfl-1, primary screen, biochemical, multiplexed, bead-based flow cytometry | Bcl-2-related protein A1 (Homo sapiens), Q16548 | Bim-Bfl-1 binding inhibition | inhibition, % at 10 µM | 190,000 compounds, 0.12% hits | AID 1008, 2008;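 also: 0% = wells without compound plus tracer and 100% = blocker peptide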
Bim-Bcl-2: inhibitors of Bim-Bcl-2 binding, primary screen, biochemical, multiplexed, human Bcl-2 family | Apoptosis regulator Bcl-2 (Homo sapiens), P10415 | Bead-based flow cytometry, Bim peptide-Bcl-2 binding | inhibition, % at 10 µM | 190,000 compounds, 0.06% hits; in the data active = inhibition above about 40%; inconclusive = no clear call, values can overlap the other calls;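 also: 0% = no compound wells with probe peptide and 100% = reference peptide inhibitor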
Bim-Bcl-W: inhibitors of Bim binding to Bcl-W, primary screen, biochemical, multiplexed, bead-based flow cytometry; inhibition, % at 10 µM; Bcl-2-like protein 2 (Homo sapiens), Q92843; Bim peptide-Bcl-W binding; 190,000 compounds, 0.02% hits;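 also: 0% = bound tracer without compound and 100% = peptide blocker; higher means less fluorescent Bim peptide bound to Bcl-W beads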
Target sequence (Q92843 whole entry, looked up): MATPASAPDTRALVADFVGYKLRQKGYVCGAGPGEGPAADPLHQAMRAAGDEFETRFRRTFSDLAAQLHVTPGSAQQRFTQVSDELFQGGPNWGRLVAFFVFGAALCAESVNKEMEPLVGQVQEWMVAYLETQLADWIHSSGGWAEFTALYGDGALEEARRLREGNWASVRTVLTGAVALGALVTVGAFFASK
RGS7-Gao reg: RGS7-Galphao binding modulators, primary screen, biochemical, multiplexed bead flow cytometry; Guanine nucleotide-binding protein G(o) subunit alpha (Homo sapiens), P09471; actives lie on both sides; binding response (% of control), % at 10 µM; 220,000 compounds, 0.35% hits; AID 1439, 2008; in the data active = binding response below about 49% or above about 150%; inconclusive = no clear call, values can overlap the other calls; inactive = in between;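 also: fluorescent Galphao held in activated GDP-AlF4 state binding bead-coupled RGS7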
Target sequence (P09471 whole entry, looked up): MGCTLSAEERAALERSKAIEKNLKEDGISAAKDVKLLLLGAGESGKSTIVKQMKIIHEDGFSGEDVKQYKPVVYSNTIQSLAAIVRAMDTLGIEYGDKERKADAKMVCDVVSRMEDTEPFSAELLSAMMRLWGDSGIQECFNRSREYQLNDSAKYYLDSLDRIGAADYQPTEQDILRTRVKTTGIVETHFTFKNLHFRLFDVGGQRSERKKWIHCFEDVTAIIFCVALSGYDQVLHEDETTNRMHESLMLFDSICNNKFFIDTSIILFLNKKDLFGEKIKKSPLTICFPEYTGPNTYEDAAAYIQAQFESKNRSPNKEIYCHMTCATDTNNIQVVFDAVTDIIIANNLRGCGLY
ABCG2 inh: ABCG2 efflux pump inhibitors, primary screen, multiplex with ABCB1, IgMXP3 cells, flow cytometry | 190,000 compounds, 0.1% hits | inhibition, % at 6.6 µM | JC-1 efflux | AID 1325, 2008;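 active = inhibition above 80%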;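 also: 0% = DMSO and 100% = nicardipine control wells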
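Test system: IgMXP3 (ABCG2) plus far-red-tagged CCRF-Adr (ABCB1) cells / Amount: 3 million cells/mL in well / Reagent: JC-1 transporter substrate / Timing: 10 min compound exposure, 25 °C / Signal: flow cytometry, 530 nm JC-1 signal / Read-out: percent efflux inhibition, scaled nicardipine 100% to DMSO 0% / Benchmarks: nicardipine as high control, DMSO as low control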
GSH bead fluor: compound fluorescence on glutathione beads, profiling panel, artefact control, biophysical, 488/530 nm, flow cytometry | GSH beads flow cytometry, compound fluorescence 488/530 nm; stronger effect = higher value | fluorescence (KMESF) at 10 µM | 190,000 compounds, 0.25% hits | AID 1776, 2009; in the data active = fluorescence above about 89;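 also: glutathione beads carrying GST-tagged Bcl family fusion proteins plus one bare bead set; values are compound well signal with DMSO vehicle wells as background; inactives centre near 16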
RGS4-Gao reg: modulators of RGS4 binding to Galphao, primary screen, biochemical, multiplexed bead flow cytometry | 220,000 compounds, 0.33% hits | actives lie on both sides | binding response (% of control), % at 10 µM; in the data active = binding response below about 49% or above about 150%; inactive = in between;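 also: fluorescent Galphao activated with aluminum fluoride binding bead-coupled RGS4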
Avidin bead fluor: green autofluorescence of compounds with avidin beads – biophysical, 488/530 nm, flow cytometry, artefact control, profiling panel | compound fluorescence 488/530 nm; stronger effect = higher value | fluorescence (KMESF) at 10 µM | 220,000 compounds, 0.38% hits; in the data active = fluorescence above about 47; also: inactives centre near 10
Bcl-XL Bim block: inhibitors of Bim-Bcl-XL binding, primary screen, biochemical, multiplexed, bead flow cytometry, human Bcl-XL; Bcl-2-like protein 1 (Homo sapiens), Q07817; inhibition, % at 10 µM; AID 1007, 2008; Bim peptide-Bcl-XL binding, fluorescence; 190,000 compounds, 0.04% hits
Numbers without * were called inactive; u = inconclusive; x = not tested or not shown; [ ] = dose if it differs, or a comment. Rule as the data show it, unless noted: active = inhibition above about 40%.

SMILES	ABCB1 inh	Bim-Bcl-B	Bfl-1 Bim block	Bim-Bcl-2	Bim-Bcl-W	RGS7-Gao reg	ABCG2 inh	GSH bead fluor	RGS4-Gao reg	Avidin bead fluor	Bcl-XL Bim block
CCCCCC(=O)N/N=C/c1ccccc1[N+](=O)[O-]	0.3	-1	-4	-3	-2	101	3	9	95	21	-2
O=C(NCc1cccnc1)c1ccc(Cl)c(S(=O)(=O)Nc2ccccc2C(=O)NCc2cccnc2)c1	-0.2	1	-4	0	1	102	0	12	101	9	2
CC(OC(=O)CNC(=O)c1ccco1)C(=O)N(C)c1ccccc1 (stereo not given)	0.7	-5	-5	-3	-3	u	2	11	103	12	-4
C/C(=C\C(=O)c1ccc(C)cc1)Nc1ccc(N2CCOCC2)cc1	1.6	-8	-9	-7	1	94	12	29	91	8	-3
O=S(=O)(c1cccc2nsnc12)N1CCN(C/C=C\c2ccccc2)CC1	0.5	-3	-5	-3	-1	97	1	56	98	8	-1
NS(=O)(=O)c1cc2c(cc1Cl)NC(C1C[C@H]3C=C[C@@H]1C3)NS2(=O)=O (stereo not given in full)	-0.6	-8	0	0	-3	100	0	22	102	11	-1
COC(=O)CSc1nnc2c3c4c(sc3nc(-n3nc(C)cc3C)n12)COC(C)(C)C4	-7.3	-6	-7	-8	-1	99	-5	12	101	10	-3
O=C(OCC(=O)c1ccccc1Cl)c1cnccn1	2.3	-3	-2	-2	-3	97	12	11	92	7	-4
O=c1[nH][nH]cc1C=Nc1ccc(Oc2ccccc2)cc1	-0.1	-6	-3	-2	0	u	2	19	97	10	-4
CCCCCC(=O)N/N=C/c1ccc([N+](=O)[O-])o1	0.4	-3	-4	1	0	96	2	16	98	23	-4
CC(=O)Nc1ccc(-c2cc(-c3ccc(NC(C)=O)cc3)nc(-c3ccc(NC(C)=O)cc3)n2)cc1	-0.4	-4	0	0	0	111	-4	9	110	4	-5
COc1ccc(OC)c(-c2csc(NC(=O)C3COc4ccccc4O3)n2)c1 (stereo not given)	0.8	-1	-3	0	2	u	8	13	102	13	1
O=S(=O)(Cc1cc(-c2ccccc2Cl)no1)c1ccccc1	-0.2	0	-4	0	0	102	1	15	103	7	0
C#CCOCCOCCOCCNc1nc(N2CCN(C(=O)[C@H]([C@@H](C)CC)n3cc(CCCN=C(N)N)nn3)CC2)nc(N2CCN(C(=O)[C@H](C)n3cc(CCCN=C(N)N)nn3)CC2)n1	-0.2	-10	1	0	2	110	0	19	114	12	-3
O=C1C2CC=CCC2C(=O)N1c1ccc(NCCc2ccc(O)cc2)c([N+](=O)[O-])c1 (stereo not given)	1.2	-4	0	1	0	102	12	23	99	4	-1

Copied from above for reference:
SMILES	ABCB1 inh	Bim-Bcl-B	Bfl-1 Bim block	Bim-Bcl-2	Bim-Bcl-W	RGS7-Gao reg	ABCG2 inh	GSH bead fluor	RGS4-Gao reg	Avidin bead fluor	Bcl-XL Bim block
CCCCCC(=O)N/N=C/c1ccccc1[N+](=O)[O-]	0.3	-1	-4	-3	-2	101	3	9	95	21	-2
O=C(NCc1cccnc1)c1ccc(Cl)c(S(=O)(=O)Nc2ccccc2C(=O)NCc2cccnc2)c1	-0.2	1	-4	0	1	102	0	12	101	9	2
CC(OC(=O)CNC(=O)c1ccco1)C(=O)N(C)c1ccccc1 (stereo not given)	0.7	-5	-5	-3	-3	u	2	11	103	12	-4
C/C(=C\C(=O)c1ccc(C)cc1)Nc1ccc(N2CCOCC2)cc1	1.6	-8	-9	-7	1	94	12	29	91	8	-3
O=S(=O)(c1cccc2nsnc12)N1CCN(C/C=C\c2ccccc2)CC1	0.5	-3	-5	-3	-1	97	1	56	98	8	-1
NS(=O)(=O)c1cc2c(cc1Cl)NC(C1C[C@H]3C=C[C@@H]1C3)NS2(=O)=O (stereo not given in full)	-0.6	-8	0	0	-3	100	0	22	102	11	-1
COC(=O)CSc1nnc2c3c4c(sc3nc(-n3nc(C)cc3C)n12)COC(C)(C)C4	-7.3	-6	-7	-8	-1	99	-5	12	101	10	-3
O=C(OCC(=O)c1ccccc1Cl)c1cnccn1	2.3	-3	-2	-2	-3	97	12	11	92	7	-4
O=c1[nH][nH]cc1C=Nc1ccc(Oc2ccccc2)cc1	-0.1	-6	-3	-2	0	u	2	19	97	10	-4
CCCCCC(=O)N/N=C/c1ccc([N+](=O)[O-])o1	0.4	-3	-4	1	0	96	2	16	98	23	-4
CC(=O)Nc1ccc(-c2cc(-c3ccc(NC(C)=O)cc3)nc(-c3ccc(NC(C)=O)cc3)n2)cc1	-0.4	-4	0	0	0	111	-4	9	110	4	-5

Additional entries follow.
SMILES	ABCB1 inh	Bim-Bcl-B	Bfl-1 Bim block	Bim-Bcl-2	Bim-Bcl-W	RGS7-Gao reg	ABCG2 inh	GSH bead fluor	RGS4-Gao reg	Avidin bead fluor	Bcl-XL Bim block
Cc1ccccc1NS(=O)(=O)c1ccc2[nH]cc(C(=O)N(C)Cc3ccco3)c(=O)c2c1	0.1	-2	-4	0	-3	98	0	27	96	8	-3
Cc1ccc2[nH]c(=O)c(CN(Cc3ccco3)S(=O)(=O)c3c(C)ccc4nsnc34)cc2c1	0.0	-6	-2	-3	-1	95	-1	29	91	6	-2
Cc1ccc(C2=NNC(c3ccc(Cl)cc3)=Nc3ccccc32)o1	0.4	-4	-10	-3	-5	99	5	13	100	12	-8
Cc1ccc(-c2ccc(SCC(=O)N3CCCc4ccccc43)nn2)cc1	0.8	-10	-17	-10	-6	97	8	18	97	12	-10
Cc1cc(C)nc(NNC2=CC(=[N+]3CCCCC3)CC(C)(C)C2)n1	0.1	-4	-1	-1	1	99	1	9	98	12	-1
COc1ccc(S(=O)(=O)N(C)CC(=O)NCCC2=CCCCC2)cc1C	2.1	-11	-22	-14	-3	99	23	32	100	13	-7
O=[N+]([O-])c1cc(/C=N/Nc2nc(N3CCOCC3)nc(N3CCOCC3)n2)ccc1Cl	2.7	-7	-3	-2	-4	101	12	11	104	11	-7
COc1ccc(CCNC(=O)COC(=O)/C=C/c2cc(OC)c(OC)c(OC)c2)cc1OC	-0.2	-2	-3	0	-2	102	60	14	102	12	-2
Cn1c(SCc2ccc(Cl)cc2Cl)nc(C(F)(F)F)cc1=O	0.3	-7	-20	-4	-2	101	6	21	100	27	-8
O=C(Nc1ccc2oc(-c3ccccc3F)nc2c1)c1cncc(Br)c1	0.0	-3	-2	-2	5	108	0	26	103	7	0
O=C(CNC(=O)c1ccncc1)N/N=C/c1ccccc1[N+](=O)[O-]	0.0	-2	-3	-3	0	101	4	24	99	9	-1
CCN(c1ccc(N=Cc2c(O)n(Cc3ccc(OC)cc3)c(=O)c3ccccc23)cc1)C(C)C	4.8	x	x	u	x	163*[activator]	7	155*	124	19	x
Cc1cc(C(=O)Nc2nc(-c3ccccn3)cs2)ccc1[N+](=O)[O-]	0.6	-10	1	2	0	u	11	13	95	9	-2
Cc1noc(C)c1COc1cccc(C(=O)NCCc2c[nH]c3ccccc23)c1	1.0	-2	0	0	0	93	9	73	97	12	-1
O=C(NCCc1ccc(S(=O)(=O)N2CCCC2)cc1)c1cccs1	1.1	-6	-7	-8	2	110	11	13	109	10	-1
CCCCOC(=O)Oc1ccc2c(=O)c(Oc3cccc(C)c3)coc2c1	0.2	-3	0	-4	-3	104	4	14	103	5	-3
Cc1cc(C)cc(NC(=O)CN(C)S(=O)(=O)c2cccc3nsnc23)c1	1.6	-1	-2	-2	0	105	6	10	108	20	2
O=C(c1ccc(Cn2c(=S)[nH]c3ccc(N4CCOCC4)cc3c2=O)cc1)N1CCC(N2CCCCC2)CC1	-0.4	-5	0	3	5	98	-1	9	99	10	0
COc1ccc(/C=N/NC(=O)c2sc(C)nc2C)cc1	0.0	-6	-6	-2	-2	u	2	14	100	8	-3
Cc1cc(C)nc(NC(=O)c2ccc(C)c([N+](=O)[O-])c2)n1	0.5	-12	-19	-17	0	113	5	25	104	28	-17
O=C(COC(=O)C12CC3CC(CC(C3)C1)C2)Nc1ccc([N+](=O)[O-])cc1Cl	1.5	-2	-1	-1	-2	99	11	10	100	4	-5
COc1ccc(/C(O)=C2/C(=O)C(=O)N(CCCC(=O)O)C2c2ccc(OC)cc2)cc1 (stereo not given)	0.2	-2	-3	-3	0	95	0	18	99	15	0
CS(=O)(=O)N(CC(=O)N1CCCCC1)C1CCCCC1	1.0	0	-1	0	-1	97	6	21	96	8	-2
CN1CCN(C(c2cccs2)c2nnnn2Cc2ccc(F)cc2)CC1 (stereo not given)	0.8	-5	-6	-4	-1	106	2	12	103	9	-3
CN(C)c1ccc(N=Nc2ccccc2C(=O)OCC(=O)NCC2CCCCC2)cc1	4.3	-1	1	0	-2	103	50	5	102	10	-2
CCc1nnc(NC(=O)CCC(=O)NC2CCCCC2)s1	0.3	-1	-1	-4	-2	103	4	20	104	18	-2
NC(=O)C1CCN(CCC(=O)Nc2cccc(Cl)c2)CC1	1.4	-7	-18	-7	-1	99	13	19	101	32	-4
Cc1ccc(NC(=O)CN(C)S(=O)(=O)c2ccc(Br)s2)cc1F	0.9	-3	0	0	0	94	11	24	98	5	-2

From PubChem BioAssay
